Compound activity (PubChem)
TNAP Pi inh: human TNAP enzyme inhibitors, primary screen, biochemical, colorimetric, phosphate release readout; Alkaline phosphatase, tissue-nonspecific isozyme (Homo sapiens), P05186; AID 614, 2007; purified TNAP, pNPP, malachite green phosphate absorbance; inhibition, % at 20 µM; 21,000 tested, under 10 active
Target sequence (P05186 whole entry, looked up): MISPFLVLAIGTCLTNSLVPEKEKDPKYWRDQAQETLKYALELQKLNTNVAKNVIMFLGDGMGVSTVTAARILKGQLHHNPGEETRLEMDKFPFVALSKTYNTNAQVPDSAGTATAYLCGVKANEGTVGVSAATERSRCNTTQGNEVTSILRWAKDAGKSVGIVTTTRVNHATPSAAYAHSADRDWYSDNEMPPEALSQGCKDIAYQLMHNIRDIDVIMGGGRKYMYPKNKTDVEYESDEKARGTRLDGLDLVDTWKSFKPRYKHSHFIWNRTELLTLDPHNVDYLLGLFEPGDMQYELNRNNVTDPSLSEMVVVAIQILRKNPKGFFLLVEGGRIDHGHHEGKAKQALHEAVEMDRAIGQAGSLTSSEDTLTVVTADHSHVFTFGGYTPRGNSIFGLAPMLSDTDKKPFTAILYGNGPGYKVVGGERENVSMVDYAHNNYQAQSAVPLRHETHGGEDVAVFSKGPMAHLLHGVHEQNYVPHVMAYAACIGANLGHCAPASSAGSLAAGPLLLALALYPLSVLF
TNAP inh pNP: human TNAP enzyme inhibitors, primary screen, biochemical, colorimetric, p-nitrophenol readout | Alkaline phosphatase, tissue-nonspecific isozyme (Homo sapiens), P05186 | purified TNAP, pNPP hydrolysis, absorbance 405 nm | inhibition, % at 20 µM | 21,000 tested, under 10 active;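 also: 0% = DMSO only wells and 100% = 1 mM levamisole wells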
Numbers without * were called inactive.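 The calls were made as follows: active = inhibition above 50% at the 20 µM single-dose screen; inactive = the rest.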

Molecule,TNAP Pi inh,TNAP inh pNP
COc1cc(OC)cc(C(=O)NCC(=O)N2CCC(C)CC2)c1,18,6
N#CCCn1c(C(C#N)(CCC#N)CCC#N)nc2ccccc21,8,5
Cc1ccc(-c2nnn(CC(=O)Nc3cccc4cccnc34)n2)o1,6,0
Cc1ccc(S(=O)(=O)N2CCCC2C(=O)Nc2cc(C)on2)cc1 (stereo unspecified),18,6
O=C(Nc1ccccc1Cl)c1cccs1,-19,5
Cc1nc2oc(C(=O)c3ccccc3)c(N)c2c2c1COC(C)(C)C2,8,4
Cc1sc(NC(=O)C2CCCO2)c(C#N)c1C (stereo unspecified),11,3
CC(=O)Oc1ccccc1-c1nc(C)nc(N(C)C(C)=O)n1,8,3
COc1ccc2c(=O)c3c(=O)n(Cc4ccco4)c(C4CCCCC4)nc3oc2c1,-18,4
CC(C)CC(C(=O)Nc1oc(-c2ccco2)c(-c2ccco2)c1C#N)N1C(=O)c2ccccc2C1=O (stereo unspecified),2,-1
O=c1c2ccccc2c(C=NCCCN2CCOCC2)c(O)n1Cc1ccccc1,0,-8
CC1=C(C(=O)OCC2CCCO2)C(c2ccncc2)C2=C(CC(C)(C)CC2=O)N1 (stereo unspecified),2,-6
O=C(c1cccc(S(=O)(=O)N2CCOCC2)c1)N1CCOCC1,7,0
Cc1cc(NS(=O)(=O)c2ccc(C3CCCCC3)cc2)no1,0,0
COC(=O)C1CCN(C(=O)COC(=O)Cc2c[nH]c3ccccc23)CC1,0,0
O=C(Nc1ccccc1)N(Cc1cccs1)C1CCCC1,13,4
O=C1NCCc2c1[nH]c1c(Cl)ccc(Cl)c21,-20,1
CCOC(=O)C1CCN(c2nc3ccccc3nc2C(C#N)C(=O)NCCc2ccccc2)CC1 (stereo unspecified),-8,-3
CC1CCCCN1C(=O)Cc1ccc(Cl)cc1 (stereo unspecified),-17,6
COc1cc(NC(=O)CN2C(=O)c3ccccc3C2=O)c(C(=O)O)cc1OC,1,-8
O=C(NC1=NCCS1)c1ccncc1,15,7
N#CCSc1nc2c(cc1C#N)CCCCCC2,11,7
CCOc1cc(-n2cnnn2)c(OCC)cc1NC(=O)c1cnccn1,6,4
CCCCOCC(O)Cn1c(C)nc2ccccc21 (stereo unspecified),13,1

A section of the results above, as a working copy:
Molecule,TNAP Pi inh,TNAP inh pNP
CCOc1cc(-n2cnnn2)c(OCC)cc1NC(=O)c1cnccn1,6,4
CCCCOCC(O)Cn1c(C)nc2ccccc21 (stereo unspecified),13,1

Other results:
Molecule,TNAP Pi inh,TNAP inh pNP
Cc1cc(S(=O)(=O)NC2CCCC2)ccc1F,12,3
COCC(=O)N(Cc1cc2cc(OC)ccc2[nH]c1=O)c1ccc(C)cc1,-5,-10
O=C(Cn1c(=O)c2c(ncn2C2CCCC2)n(Cc2ccccc2)c1=O)N1CCc2ccccc21,6,2
COc1ccccc1NS(=O)(=O)c1cc(C(=O)NCCN2CCOCC2)ccc1Cl,0,0
Cc1ccc2cccc(OCC(=O)NCc3ccco3)c2n1,-1,5
Cn1c(SCc2ccccc2)nnc1-c1ccc2c(c1)OCO2,16,9
O=C(Nc1ccc(N2CCCCC2)c(Cl)c1)c1cccnc1,15,2
COC(=O)c1ccc(C2c3c(oc4ccc(F)cc4c3=O)C(=O)N2CCO)cc1 (stereo unspecified),13,2
COc1cc(C2/C(=C(/O)c3ccc(OCC(C)C)cc3)C(=O)C(=O)N2CCN(C)C)ccc1O (stereo unspecified),2,5
CCOc1ccc2nc(SC(C)C(N)=O)[nH]c2c1 (stereo unspecified),0,0
O=C(/C=N/O)Nc1ccc(F)cc1,6,-2
Cc1cc(N2C(=O)CC(N3CCN(C(c4ccccc4)c4ccccc4)CC3)C2=O)no1 (stereo unspecified),0,0

Exported field by field: 3 of the compounds above.
COc1ccccc1NS(=O)(=O)c1cc(C(=O)NCCN2CCOCC2)ccc1Cl
  TNAP Pi inh: 0 | TNAP inh pNP: 0

Cc1ccc2cccc(OCC(=O)NCc3ccco3)c2n1
  TNAP Pi inh: -1 | TNAP inh pNP: 5

Cn1c(SCc2ccccc2)nnc1-c1ccc2c(c1)OCO2
  TNAP Pi inh: 16 | TNAP inh pNP: 9

Continued:
Molecule,TNAP Pi inh,TNAP inh pNP
CC(C)CCNC(=O)c1cccc(Cl)c1,-3,4
O=C(Nc1cccnc1)c1cccnc1,14,10
COC(=O)Cc1cc(=O)n(-c2nc3ccccc3s2)[nH]1,0,6
COc1ccc(NC(=O)CC2C(=O)N(c3ccc(OC)cc3)C(=O)N2CCN2CCN(C)CC2)cc1 (stereo unspecified),13,6
COC(=O)c1[nH]c2cccc(C)c2c1NC(=O)CN1CCN(c2ccccc2OC)CC1,6,-1
CCCN1C(=O)/C(=C2\SC(N3CCCCC3)=NC2=O)c2ccccc21,-12,1
CCOC(=O)C1CCN(C(=O)N(C)C)CC1,9,4
COc1ccccc1N1CCN(Cc2nc(N)nc(Nc3ccccc3)n2)CC1,-6,8
COC(=O)c1cc(CC(=O)c2ccc(O)cc2O)c(C)o1,4,1
COc1ccc(CNS(=O)(=O)c2ccc(C3CNC(=O)C3)cc2)cc1 (stereo unspecified),0,0
CCOC(=O)c1c(-c2ccc(C)o2)csc1NC(=O)CSc1nnc(C)s1,1,8
O=C(N1CCOCC1)N(Cc1cccs1)C1CCCC1,7,2
Nn1c(SCC(=O)NC(=O)NCc2ccccc2)nnc1C1CC1,11,1
CC1(C)NC(=O)N(CC(O)Cn2nnc3ccccc32)C1=O (stereo unspecified),-10,4
CCC(C)Nc1nc2c(c(=O)[nH]c(=O)n2C)n1CCC(C)C (stereo unspecified),4,-6
CN1CCCN(C(c2ccccc2)c2ccc(Cl)cc2)CC1 (stereo unspecified),3,-4
CCCCCCNC(=O)C(C#N)c1nc2ccccc2nc1N1CCOCC1 (stereo unspecified),9,2
O=C1C(=O)N(CCCn2ccnc2)C(c2ccccn2)/C1=C(/O)c1ccccc1 (stereo unspecified),9,2
CN1C2C=C3C(C#N)=C(N)C(C#N)(C#N)[C@@H](c4cccs4)C3C1CC2 (stereo partly specified),1,3
CCCC(=O)N1CCN(c2ccc(NC(=O)c3cc4ccccc4o3)cc2Cl)CC1,5,-1
O=C(N1CCOCC1)N1CCN(CC(O)COc2ccc3ccccc3c2)CC1 (stereo unspecified),8,2
CC(NC(=O)Nc1ccc(O)cc1)(C(F)(F)F)C(F)(F)F,5,4
Cc1cc(C)nc(NC2=NCC(=O)N2c2ccc(Cl)cc2)n1,7,1
CCCC(=O)N1CCN(c2ccc(NC(=O)c3cc4ccccc4o3)cc2)CC1,11,1
CN1C(=O)SC(Nc2ccc(F)cc2)C1=O (stereo unspecified),7,4
O=C(Nc1nccs1)c1ccc(S(=O)(=O)NCC2CCCCC2)cc1,0,0
O=C(COC(=O)C(O)c1ccccc1)c1ccc2c(c1)OCCO2 (stereo unspecified),0,-6
CCOC(=O)C1CCCN(C(=O)N2CCOCC2)C1 (stereo unspecified),15,5
N=C1C(c2ccccc2)=C(O)C2CCc3ccccc3N12 (stereo unspecified),3,1
COc1ccc(-n2c(N)c(Br)c(=O)[nH]c2=O)cc1,-3,3
Cc1cc(N2CCN(S(=O)(=O)c3ccc4c(c3)OCCO4)CC2)n2ncnc2n1,5,-2
Cc1cccc(-n2c(SCC(N)=O)nnc2-c2ccccn2)c1C,8,6
Cc1cnc(NC(=O)CSc2nnc(-c3ccncc3)n2C2CCCCC2)s1,1,-12
Cc1ccc2nc(NC3=NCN(Cc4ccccc4)CN3)nc(C)c2c1,11,7
COc1ccc(OC)c(S(=O)(=O)N2CCC(C(=O)N3CCN(Cc4ccccc4)CC3)CC2)c1,-3,-8
N/C(CCN1CCCCC1)=N/O,7,3
Cc1ccc(C(=O)CC2(O)C(=O)N(Cc3ccccc3)c3ccccc32)o1 (stereo unspecified),-14,1
CCOC(=O)CSC1=C(C#N)C(c2ccco2)C(C(=O)OCc2ccccc2)=C(C)N1 (stereo unspecified),7,4
Cc1nnc2ccc(N3CCCC3)nn12,4,-5
CCCn1nc(-c2ccccc2)c2nc3ccccc3nc21,8,4
CCOC(=O)/C(C(N)=NC)=C(\O)c1ccccc1,-1,-5
CCC(=Nc1ccc(Cc2ccncc2)cc1)c1c(O)n(C)c(=O)n(C)c1=O,13,5
COc1ccccc1OCc1ccc(C(=O)n2nc(C)c(Cl)c2C)o1,0,0
COc1ccc(C(=O)Nc2ccc3c(c2)nc2n3CCSC2)cc1,1,6
CCc1nc2oc3cc(OC)ccc3c(=O)c2c(=O)n1Cc1ccco1,6,-4
COC(=O)c1ccc(NC(=O)CSc2nnc(COc3ccccc3)n2C)cc1,2,1
CCOc1ccc(-c2[nH]nc3c2C(c2ccc(O)cc2)C(C#N)=C(N)O3)cc1 (stereo unspecified),9,3
CCOc1cccc2cc(C(=O)N3CCc4ccccc4C3)c(=O)oc12,-6,2
Cc1ccc(-n2c(C)cc(C)c(C#N)c2=O)cc1,17,8
CCCOc1ccc(/C(O)=C2/C(=O)C(=O)N(CCN(C)C)C2c2ccco2)cc1 (stereo unspecified),12,4
CS(=O)(=O)N(CC(=O)NCc1ccco1)c1ccc2c(c1)OCO2,5,-3
CCC(=O)OCCn1c(Br)nc2c1c(=O)[nH]c(=O)n2C,8,3
O=C1c2[nH]nc(-c3ccccc3O)c2C(c2ccccc2F)N1Cc1ccco1 (stereo unspecified),-17,2
CCNc1nc(NCc2ccccc2)nc(Oc2ccc(=O)[nH]n2)n1,-2,-7
CN(C)CCOC(=O)CCc1ccccc1,3,-1
CCS(=O)(=O)N1CCC(c2nc(-c3ccc(C(F)(F)F)cc3)no2)CC1,8,-1
Cc1cc(C)nc(N2C(=O)CC(C(C)c3ccccc3)C2=O)n1 (stereo unspecified),0,0
Cc1ccc2c(c1)nnn2C1CCN(CC(=O)Nc2ccc3c(c2)OCCO3)CC1,0,0
COc1cc(SC)ccc1C(=O)NCC1CCCO1 (stereo unspecified),12,3
COc1ccc(CN2CCN(c3cccc(C)c3C)CC2)cc1OC,8,0

The last 2 compounds of the section above lead into the next:
Molecule,TNAP Pi inh,TNAP inh pNP
COc1cc(SC)ccc1C(=O)NCC1CCCO1 (stereo unspecified),12,3
COc1ccc(CN2CCN(c3cccc(C)c3C)CC2)cc1OC,8,0
O=C(c1ccco1)N1CCN(C(=O)c2ccccc2OC(=O)C23CC4CC(CC(C4)C2)C3)CC1,10,5
Cc1ccc(/C=N/n2nnnc2N)o1,7,3
CN1C(=O)N(c2ccccc2)C(Nc2nncs2)C1(C)C (stereo unspecified),10,6
Cc1ccc(S(=O)(=O)NC(=O)Nc2cc(C)ccc2F)cc1,10,6
CN(C)CCOC(=O)C1(c2ccccc2)CCOCC1,10,5
COC(=O)c1cc(Br)c(=O)n(-c2ccc(C(C)=O)cc2)c1,8,5
CCOC(=O)c1[nH]c2ccc(C)cc2c1N,5,-1
CCCCS(=O)(=O)c1sc2nc3c(cc2c1N)CCCC3,11,5

Arranged by length of the SMILES (largest number first): 6 of the compounds above
Molecule,TNAP Pi inh,TNAP inh pNP
CCOc1ccc(-c2[nH]nc3c2C(c2ccc(O)cc2)C(C#N)=C(N)O3)cc1 (stereo unspecified),9,3
O=c1c2ccccc2c(C=NCCCN2CCOCC2)c(O)n1Cc1ccccc1,0,-8
CCC(=O)OCCn1c(Br)nc2c1c(=O)[nH]c(=O)n2C,8,3
N#CCCn1c(C(C#N)(CCC#N)CCC#N)nc2ccccc21,8,5
Cc1ccc2cccc(OCC(=O)NCc3ccco3)c2n1,-1,5
CN(C)CCOC(=O)CCc1ccccc1,3,-1

Not all compounds are listed (hit frequency here may not be typical).
